Screening data as filed in PubChem.
TIM10 inh: TIM10 yeast growth inhibition | AID 463195 | inhibition, % at 10 µM | actives 1.4% (n = 330,000) | S. cerevisiae TIM10 strain growth, BacTiter-Glo luminescence, 24 h;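 active means inhibition of 40% or more at the single tested concentration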;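 further: wild-type TIM10 isogenic control strain grown at permissive 25 °C; 0% = DMSO yeast wells and 100% = minimal medium wells without yeast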
tim10-1 inh: growth inhibitors of tim10-1 mutant yeast. S. cerevisiae tim10-1 ts strain growth, BacTiter-Glo, 24 h. actives 2.2% (n = 330,000). inhibition, % at 20 µM;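 active means inhibition of at least 40%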;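 further: mutant grown at 25 °C; 0% = DMSO wells with yeast and 100% = wells holding no yeast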
Mdm2 MdmX PPI: inhibitors of human Mdm2/MdmX interaction | inhibition, % at 8 µM | O15151+Q00987 | actives 3% (n = 330,000) | AID 485346 | SaOS-2 split-luciferase Mdm2/MdmX complementation, luminescence;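 active means inhibition of at least 50% at 8 µM in the primary screen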
Target sequence (O15151 whole entry, looked up): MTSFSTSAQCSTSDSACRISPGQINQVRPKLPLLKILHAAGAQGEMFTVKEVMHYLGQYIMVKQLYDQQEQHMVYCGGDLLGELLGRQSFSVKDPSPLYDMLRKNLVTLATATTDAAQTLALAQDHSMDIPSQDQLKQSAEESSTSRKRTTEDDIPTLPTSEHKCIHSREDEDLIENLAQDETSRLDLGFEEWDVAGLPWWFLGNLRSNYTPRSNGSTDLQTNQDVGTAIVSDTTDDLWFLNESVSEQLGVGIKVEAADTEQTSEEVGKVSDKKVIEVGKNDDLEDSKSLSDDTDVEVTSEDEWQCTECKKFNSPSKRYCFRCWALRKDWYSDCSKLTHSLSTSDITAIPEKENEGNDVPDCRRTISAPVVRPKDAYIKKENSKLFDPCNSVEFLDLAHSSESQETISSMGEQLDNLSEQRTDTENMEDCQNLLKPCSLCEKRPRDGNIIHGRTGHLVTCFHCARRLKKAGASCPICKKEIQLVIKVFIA
Target sequence (Q00987 whole entry, looked up): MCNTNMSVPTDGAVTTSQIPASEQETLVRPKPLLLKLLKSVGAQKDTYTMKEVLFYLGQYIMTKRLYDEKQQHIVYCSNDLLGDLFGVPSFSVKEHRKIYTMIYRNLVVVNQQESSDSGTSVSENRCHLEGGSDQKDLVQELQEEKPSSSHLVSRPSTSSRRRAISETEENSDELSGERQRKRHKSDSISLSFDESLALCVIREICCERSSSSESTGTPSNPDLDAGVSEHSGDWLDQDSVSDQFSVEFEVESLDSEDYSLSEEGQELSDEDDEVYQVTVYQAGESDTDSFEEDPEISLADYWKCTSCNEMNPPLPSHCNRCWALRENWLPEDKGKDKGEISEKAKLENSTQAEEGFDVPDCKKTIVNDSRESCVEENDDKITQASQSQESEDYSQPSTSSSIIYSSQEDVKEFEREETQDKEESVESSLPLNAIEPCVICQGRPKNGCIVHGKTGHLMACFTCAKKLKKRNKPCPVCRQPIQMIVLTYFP
XBP1 UPR activ: adaptive UPR (XBP1) activation; CHO-XBP1 luciferase reporter, IRE1-XBP1 UPR activation, luminescence; percent of tunicamycin response, DMSO as zero; activation, % at 20 µM; actives 0.33% (n = 330,000); AID 463104;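 active means versus positive control, 20 µM dose yields 30% or more activation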;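 further: 100% = tunicamycin at 10 µg/mL and 0% = DMSO only wells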
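Assay system: IRE1-XBP1 luciferase reporter CHO line. Input: 1000 cells/well. Buffer or medium: F12 with 10% serum. Doses: 20 µM, 1% DMSO. Times: overnight seeding at 37 °C, 6 h compound treatment at 37 °C. Technique: Steady-Glo luciferase glow luminescence, 10 min after reagent addition.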
697 NFkB inh: lowers PMA/ionomycin-induced NF-kB signal in 697 B cells; actives 0.33% (n = 330,000); inhibition, % at 4 µM; AID 435022; 697 B-cell NF-kB luciferase reporter, 16 h; in the data active means inhibition above about 35%
CHOP UPR activ: activators of apoptotic arm of unfolded protein response (CHOP) | CHO-CHOP luciferase reporter, UPR activation, luminescence; percent of tunicamycin response over DMSO baseline | actives 0.34% (n = 330,000) | activation, % at 10 µM;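 active means at 10 µM dose, activation of 40% or more, normalized to positive control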;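 further: 100% = tunicamycin at 10 µg/mL and 0% = DMSO alone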
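System: CHO CHOP reporter cells. Amount: 500 cells per well. Buffer or medium: F12 medium, 10% FBS. Compound dosing: one dose, 10 µM in 0.5% DMSO. Incubation: 6 h compound exposure at 37 °C after overnight seeding. Technique: Steady-Glo luciferase luminescence. Benchmarks: tunicamycin and DMSO controls.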
Jurkat NFkB inh: inhibitors of the PMA/ionomycin-induced NF-kB reporter in Jurkat cells. actives 0.53% (n = 330,000). inhibition, % at 4 µM. PMA/ionomycin-induced NF-kB luciferase reporter, luminescence; in the data active means inhibition above about 50%
tim23-1 inh: growth inhibitors of tim23-1 mutant yeast. AID 463212. inhibition, % at 20 µM. actives 1.3% (n = 330,000). S. cerevisiae tim23-1 growth, BacTiter-Glo luminescence, 24 h;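 active means growth inhibition of the mutant yeast at or above 50%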;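 further: temperature-sensitive mutant grown at 25 °C; plate controls were DMSO-treated mutant yeast for no effect and medium wells lacking yeast for full effect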
Starred values were filed as active, the others as inactive.

A first look (3 entries):
Screening Cc1ccc(CNS(=O)(=O)c2ccc3c(c2)n(C)c(=O)c(=O)n3C)cc1 returned TIM10 inh 1, tim10-1 inh 8, Mdm2 MdmX PPI -9, XBP1 UPR activ 7, 697 NFkB inh 7, CHOP UPR activ 1.1, Jurkat NFkB inh -6 and tim23-1 inh -8.
For CCOc1ccccc1N1CCN(C(=S)NCc2ccc(Cl)cc2)CC1 the results were TIM10 inh 35, tim10-1 inh 39, Mdm2 MdmX PPI 32, XBP1 UPR activ 2, 697 NFkB inh 0, CHOP UPR activ -0.8, Jurkat NFkB inh 11 and tim23-1 inh 55*.
C/C(=C\C(=O)N1CCc2ccccc21)C(=O)O was read as TIM10 inh -12, tim10-1 inh -6, Mdm2 MdmX PPI 10, XBP1 UPR activ 1, 697 NFkB inh -17, CHOP UPR activ -0.2, Jurkat NFkB inh -26 and tim23-1 inh 0.

Main list, from the start:
Screening Cc1ccc(CNS(=O)(=O)c2ccc3c(c2)n(C)c(=O)c(=O)n3C)cc1 returned TIM10 inh 1, tim10-1 inh 8, Mdm2 MdmX PPI -9, XBP1 UPR activ 7, 697 NFkB inh 7, CHOP UPR activ 1.1, Jurkat NFkB inh -6 and tim23-1 inh -8.
For CCOc1ccccc1N1CCN(C(=S)NCc2ccc(Cl)cc2)CC1 the results were TIM10 inh 35, tim10-1 inh 39, Mdm2 MdmX PPI 32, XBP1 UPR activ 2, 697 NFkB inh 0, CHOP UPR activ -0.8, Jurkat NFkB inh 11 and tim23-1 inh 55*.
C/C(=C\C(=O)N1CCc2ccccc21)C(=O)O was read as TIM10 inh -12, tim10-1 inh -6, Mdm2 MdmX PPI 10, XBP1 UPR activ 1, 697 NFkB inh -17, CHOP UPR activ -0.2, Jurkat NFkB inh -26 and tim23-1 inh 0.
`COc1ccccc1-n1c(SCC(=O)N2CCCC2)nc2cccnc21` gave TIM10 inh 1, tim10-1 inh 5, Mdm2 MdmX PPI -10, XBP1 UPR activ -1, 697 NFkB inh 19, CHOP UPR activ -1.2, Jurkat NFkB inh 4 and tim23-1 inh 14.
Screening CCSCCOC(=O)C1=C(C)NC(=O)NC1c1ccc2c(c1)OCO2 (centres undefined) returned TIM10 inh -14, tim10-1 inh 15, Mdm2 MdmX PPI 18, XBP1 UPR activ -6, 697 NFkB inh 1, CHOP UPR activ -0.5, Jurkat NFkB inh 8 and tim23-1 inh 10.
For C(=N\Nc1nc(-c2ccccc2)cs1)/c1ccncc1 the results were TIM10 inh -6, tim10-1 inh -65, Mdm2 MdmX PPI -57, XBP1 UPR activ -2, 697 NFkB inh -50, CHOP UPR activ 7.3, Jurkat NFkB inh -65 and tim23-1 inh 36.
Cc1ccc2nc3c(c(Nc4ccccc4)c2c1)CCC3 was read as TIM10 inh -13, tim10-1 inh 11, Mdm2 MdmX PPI 23, XBP1 UPR activ -2, 697 NFkB inh -35, CHOP UPR activ -1.2, Jurkat NFkB inh 22 and tim23-1 inh -5.
Cc1ccc(OCCNCc2ccccc2)c(C)c1 was read as TIM10 inh 1, tim10-1 inh 12, Mdm2 MdmX PPI 16, XBP1 UPR activ 0, 697 NFkB inh -6, CHOP UPR activ 0.7, Jurkat NFkB inh 1 and tim23-1 inh 12.
Screening NC(=O)CSc1ccc(-c2ccc(F)cc2)nn1 returned TIM10 inh 5, tim10-1 inh -3, Mdm2 MdmX PPI 3, XBP1 UPR activ 5, 697 NFkB inh 10, CHOP UPR activ 1.4, Jurkat NFkB inh 0 and tim23-1 inh -3.
`CN(C(=O)c1cccs1)C1(C)CCS(=O)(=O)C1` (centres undefined) gave TIM10 inh 8, tim10-1 inh -3, Mdm2 MdmX PPI 11, XBP1 UPR activ -1, 697 NFkB inh -4, CHOP UPR activ -0.8, Jurkat NFkB inh -1 and tim23-1 inh -3.
For CC1=C(C#N)C(NC(=O)C(C)(C)C)(C(F)(F)F)C(=O)N1 (centres undefined) the results were TIM10 inh 3, tim10-1 inh -4, Mdm2 MdmX PPI 20, XBP1 UPR activ -2, 697 NFkB inh 14, CHOP UPR activ -0.2, Jurkat NFkB inh 9 and tim23-1 inh -20.
For COC(=O)C(O)(CC(=O)Nc1ccc(Cl)cc1Cl)C(F)(F)F (centres undefined) the results were TIM10 inh 0, tim10-1 inh 1, Mdm2 MdmX PPI 20, XBP1 UPR activ -3, 697 NFkB inh 10, CHOP UPR activ 0.7, Jurkat NFkB inh 7 and tim23-1 inh -6.
Screening Cn1cc(S(=O)(=O)CC(=O)N2CCCc3ccccc32)c2ccccc21 returned TIM10 inh 6, tim10-1 inh 24, Mdm2 MdmX PPI -11, XBP1 UPR activ -1, 697 NFkB inh 6, CHOP UPR activ 2.9, Jurkat NFkB inh 5 and tim23-1 inh 24.
For Cc1ccc(N(Cc2cc3ccccc3[nH]c2=O)S(=O)(=O)c2ccccc2)cc1 the results were TIM10 inh 16, tim10-1 inh 31, Mdm2 MdmX PPI 14, XBP1 UPR activ 1, 697 NFkB inh -17, CHOP UPR activ -0.9, Jurkat NFkB inh 85* and tim23-1 inh 27.
For CCCCn1c(-c2ccc(OC(F)F)cc2)nc2c1c(=O)[nH]c(=O)n2CC(C)C the results were TIM10 inh 8, tim10-1 inh 16, Mdm2 MdmX PPI -23, XBP1 UPR activ 0, 697 NFkB inh 1, CHOP UPR activ -0.6, Jurkat NFkB inh -21 and tim23-1 inh 9.
Screening S=c1nc[nH]c2nc[nH]c12 returned TIM10 inh 5, tim10-1 inh 7, Mdm2 MdmX PPI 29, XBP1 UPR activ -6, 697 NFkB inh 1, CHOP UPR activ 0.0, Jurkat NFkB inh 33 and tim23-1 inh -4.
CCOc1ccc(CCNC(=O)COC(=O)/C=C/c2ccc(OC)c(OC)c2)cc1OCC was read as TIM10 inh 7, tim10-1 inh 4, Mdm2 MdmX PPI 22, XBP1 UPR activ -2, 697 NFkB inh -2, CHOP UPR activ 3.2, Jurkat NFkB inh 15 and tim23-1 inh -4.
Screening Cn1c(=O)n(CC(=O)Nc2ccc(F)cc2)c2ccccc21 returned TIM10 inh 4, tim10-1 inh 2, Mdm2 MdmX PPI 1, XBP1 UPR activ -2, 697 NFkB inh 19, CHOP UPR activ -0.1, Jurkat NFkB inh 0 and tim23-1 inh 17.
`CC1CCCCN1C(=S)NCc1ccccc1` (centres undefined) gave TIM10 inh 2, tim10-1 inh 0, Mdm2 MdmX PPI 13, XBP1 UPR activ -1, 697 NFkB inh 6, CHOP UPR activ 1.7, Jurkat NFkB inh -1 and tim23-1 inh 6.
c1csc(-c2nc(N3CCOCC3)c3ccccc3n2)c1 was read as TIM10 inh 16, tim10-1 inh -4, Mdm2 MdmX PPI 12, XBP1 UPR activ 3, 697 NFkB inh 9, CHOP UPR activ -0.8, Jurkat NFkB inh 0 and tim23-1 inh 36.
`CCC1(C)NC(=O)N(CC(=O)Nc2sc3c(c2C(N)=O)CCC3)C1=O` (centres undefined) gave TIM10 inh -2, tim10-1 inh -6, Mdm2 MdmX PPI 18, XBP1 UPR activ 0, 697 NFkB inh 17, CHOP UPR activ -0.5, Jurkat NFkB inh -10 and tim23-1 inh 14.
For CC[C@H](C)[C@@H]1NC(=O)c2cc([N+](=O)[O-])cc(F)c2OCC[C@@H](C(N)=O)NC(=O)[C@H](CCCCN)NC1=O the results were TIM10 inh -9, tim10-1 inh -9, Mdm2 MdmX PPI -6, XBP1 UPR activ -1, 697 NFkB inh 13, CHOP UPR activ -0.5, Jurkat NFkB inh -1 and tim23-1 inh -17.
O=C(N/N=C1/CCS(=O)(=O)c2ccc(F)cc21)c1cccnc1 was read as TIM10 inh 4, tim10-1 inh 12, Mdm2 MdmX PPI 13, XBP1 UPR activ -6, 697 NFkB inh 15, CHOP UPR activ -2.1, Jurkat NFkB inh 3 and tim23-1 inh 5.
COc1ccccc1CN1CCNC(=O)C1CC(=O)NCCc1cnccn1 (centres undefined) was read as TIM10 inh -17, tim10-1 inh -1, Mdm2 MdmX PPI 9, XBP1 UPR activ -2, 697 NFkB inh 2, CHOP UPR activ 0.1, Jurkat NFkB inh -4 and tim23-1 inh 6.
Cn1ccsc1=NC(=O)c1cc(S(=O)(=O)N2CCOCC2)ccc1F was read as TIM10 inh -5, tim10-1 inh -2, Mdm2 MdmX PPI -13, XBP1 UPR activ -4, 697 NFkB inh 10, CHOP UPR activ 1.2, Jurkat NFkB inh -1 and tim23-1 inh 8.
Nc1cc(=O)nc(SCC(=O)NCc2ccccc2)n1CCc1ccccc1 was read as TIM10 inh -2, tim10-1 inh 3, Mdm2 MdmX PPI 10, XBP1 UPR activ 1, 697 NFkB inh 5, CHOP UPR activ 1.8, Jurkat NFkB inh -6 and tim23-1 inh -4.
Screening COc1ccc(/C=N\NC(=S)SCN2C(=O)C3CCC(C)(C2=O)C3(C)C)cc1 (centres undefined) returned TIM10 inh 52*, tim10-1 inh 49*, Mdm2 MdmX PPI 13, XBP1 UPR activ -2, 697 NFkB inh 8, CHOP UPR activ -0.3, Jurkat NFkB inh -6 and tim23-1 inh 52*.
`Cc1nc2sc3c(c2c(=O)o1)CCCC3` gave TIM10 inh 6, tim10-1 inh 6, Mdm2 MdmX PPI 12, XBP1 UPR activ 0, 697 NFkB inh 20, CHOP UPR activ -0.1, Jurkat NFkB inh -6 and tim23-1 inh 14.
Screening COc1ccc(Cc2nn3c(-c4cc(OC)c(OC)c(OC)c4)nnc3s2)cc1 returned TIM10 inh 25, tim10-1 inh 25, Mdm2 MdmX PPI 41, XBP1 UPR activ 4, 697 NFkB inh 12, CHOP UPR activ -1.4, Jurkat NFkB inh 9 and tim23-1 inh 6.
CC(C)(C)c1ccc(C(=O)NCC(=O)N/N=C/c2cccs2)cc1 was read as TIM10 inh 23, tim10-1 inh 35, Mdm2 MdmX PPI 9, XBP1 UPR activ -2, 697 NFkB inh 2, CHOP UPR activ -0.5, Jurkat NFkB inh 9 and tim23-1 inh 31.
`Fc1ccccc1CSc1nc2ncc(Br)cc2[nH]1` gave TIM10 inh 26, tim10-1 inh 23, Mdm2 MdmX PPI 2, XBP1 UPR activ 3, 697 NFkB inh -44, CHOP UPR activ 5.3, Jurkat NFkB inh -13 and tim23-1 inh 34.
Screening Cc1cc(C)n(C(=O)/C=C/c2cccs2)n1 returned TIM10 inh 11, tim10-1 inh 34, Mdm2 MdmX PPI -5, XBP1 UPR activ 0, 697 NFkB inh -31, CHOP UPR activ 4.1, Jurkat NFkB inh -20 and tim23-1 inh 15.
`Cc1ccc(CNc2nc3ccccc3n2C)cc1` gave TIM10 inh 6, tim10-1 inh 5, Mdm2 MdmX PPI -107, XBP1 UPR activ -8, 697 NFkB inh -127, CHOP UPR activ -1.4, Jurkat NFkB inh -87 and tim23-1 inh 1.
Screening Cc1ccc(C)c(-c2nnc(NC(=O)Cc3ccccc3)o2)c1 returned TIM10 inh -6, tim10-1 inh -1, Mdm2 MdmX PPI 19, XBP1 UPR activ -5, 697 NFkB inh -8, CHOP UPR activ -0.8, Jurkat NFkB inh -1 and tim23-1 inh 1.
`CCNC(=O)CON=C1c2ccccc2-c2ccccc21` gave TIM10 inh 22, tim10-1 inh 24, Mdm2 MdmX PPI 11, XBP1 UPR activ -1, 697 NFkB inh 0, CHOP UPR activ 0.3, Jurkat NFkB inh 1 and tim23-1 inh 13.
Screening C/C(=N\NC(=S)NCc1ccccc1)c1ccccc1 returned TIM10 inh 44*, tim10-1 inh 47*, Mdm2 MdmX PPI -51, XBP1 UPR activ 4, 697 NFkB inh -30, CHOP UPR activ 1.4, Jurkat NFkB inh -17 and tim23-1 inh 31.
CCOc1ccc(NC(=O)CN(C)CC(=O)NC2CCCc3ccccc32)cc1OCC (centres undefined) was read as TIM10 inh 8, tim10-1 inh 15, Mdm2 MdmX PPI 17, XBP1 UPR activ 0, 697 NFkB inh -8, CHOP UPR activ -1.3, Jurkat NFkB inh -17 and tim23-1 inh -2.
